# FXIIa inh mix: human factor XIIa inhibitors, primary screen, biochemical, pooled compound mixtures, fluorogenic substrate | purified FXIIa | inhibition, % at 5 µM | 0.2% of 62,000 active | AID 684, 2007;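 also: 0% = enzyme without compound and 100% = no enzyme blank; some results filed as inactive read as strong as hits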
# CatL inh: inhibitors of human cathepsin L, biochemical; 0.17% of 58,000 active; AID 460, 2006; purified cathepsin L, fluorogenic substrate, fluorescence; inhibition, %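 (tested at 10 µM)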; Procathepsin L (Homo sapiens), P07711; in the data active = inhibition above about 45%;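 also: 0% = enzyme with no compound and 100% = no enzyme blank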
# Target sequence (P07711 114-288 limits assumed): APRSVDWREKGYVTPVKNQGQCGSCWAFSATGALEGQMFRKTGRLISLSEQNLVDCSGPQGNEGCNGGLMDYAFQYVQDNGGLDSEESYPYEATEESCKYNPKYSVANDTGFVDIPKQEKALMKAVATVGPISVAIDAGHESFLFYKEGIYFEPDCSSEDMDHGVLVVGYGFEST
# Target sequence (P07711 292-333 limits assumed): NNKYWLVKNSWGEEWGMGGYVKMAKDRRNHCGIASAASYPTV
# MKP-1 inh: MKP-1 phosphatase inhibitors, primary screen, biochemical, in vitro; Dual specificity protein phosphatase 1 (Homo sapiens), P28562; recombinant MKP-1, OMFP hydrolysis fluorescence; inhibition, %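 (compounds tested at a single concentration somewhere between 10 and 100 µM)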; 0.15% of 65,000 active; AID 374, 2006;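 active = inhibition above about 50%, limit read from the data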;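 also: 0% = DMSO max control wells and 100% = wells with enzyme stopped by NaOH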
# Cathepsin G inh: human cathepsin G inhibitors, primary screen, biochemical, pooled compound mixtures, AMC fluorescence; purified enzyme, AMC-tetrapeptide fluorescence; P08311; inhibition, % at 5 µM (by protocol); 0.2% of 62,000 active;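 active = inhibition above 20% in each of the two mixture wells holding the compound; inactive = inhibition of 20% or less in either well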;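 also: 0% = enzyme control without mixture and 100% = blank lacking enzyme; strong numbers were not always called active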
# Cdc25B inh: inhibitors of Cdc25B phosphatase catalytic domain, primary screen, biochemical, OMFP fluorescence. M-phase inducer phosphatase 2 (Homo sapiens), P30305. recombinant Cdc25B, OMFP fluorescence Ex485/Em525. 0.1% of 65,000 active. AID 368, 2006. inhibition, %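 (compounds tested at 10 µM final in the well)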; in the data active = inhibition above about 50%
# FXIa mix inh: FXIa protease inhibitors in compound pools, primary screen, biochemical, 10-compound mixtures. Coagulation factor XI (Homo sapiens), P03951. purified FXIa, fluorogenic substrate, pooled mixtures. inhibition, % at 5 µM. 0.19% of 62,000 active;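 also: each value is inhibition by a whole ten-compound pool holding the compound; 0% = enzyme with no mixture and 100% = wells lacking enzyme; strong numbers were not always called active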
# Hsp90 inh: tumor Hsp90 inhibitors, primary screen, cell lysate, fluorescence polarization, NCI-N417 lysate. Heat shock protein HSP 90-alpha (Homo sapiens), P07900. Cy3B-geldanamycin FP displacement. inhibition, % at 30 µM. 0.35% of 64,000 active. AID 429, 2006;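 active = inhibition above 50%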;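 also: 0% = tracer plus lysate wells and 100% = tracer alone without lysate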
# C1s block: complement C1s protease inhibitors, primary screen, biochemical, 10-compound mixtures | mean inhibition % of two 10-compound mixtures (hits give high values), % at 5 µM (by protocol) | purified C1s, fluorogenic AMC substrate, pooled mixtures | Complement C1s subcomponent (Homo sapiens), P09871 | 0.16% of 62,000 active;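 active = inhibition above 20% in each of the two 10-compound mixture wells holding the compound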;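 also: 0% = enzyme wells lacking compound mixture and 100% = no-enzyme blank wells; some compounds called inactive have numbers as strong as hits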
# Target sequence (P09871 16-437 limits assumed): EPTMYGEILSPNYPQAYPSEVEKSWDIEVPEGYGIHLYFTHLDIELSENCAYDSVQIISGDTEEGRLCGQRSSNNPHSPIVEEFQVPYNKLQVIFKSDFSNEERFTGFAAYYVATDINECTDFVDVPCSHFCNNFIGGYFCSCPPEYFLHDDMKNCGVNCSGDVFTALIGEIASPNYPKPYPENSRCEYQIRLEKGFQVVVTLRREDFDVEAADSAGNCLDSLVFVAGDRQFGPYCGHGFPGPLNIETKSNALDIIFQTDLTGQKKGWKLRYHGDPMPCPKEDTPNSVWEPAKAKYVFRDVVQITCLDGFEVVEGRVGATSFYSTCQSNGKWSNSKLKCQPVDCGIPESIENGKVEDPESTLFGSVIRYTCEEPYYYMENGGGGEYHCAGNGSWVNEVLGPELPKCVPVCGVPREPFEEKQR
# Target sequence (P09871 438-688 limits assumed): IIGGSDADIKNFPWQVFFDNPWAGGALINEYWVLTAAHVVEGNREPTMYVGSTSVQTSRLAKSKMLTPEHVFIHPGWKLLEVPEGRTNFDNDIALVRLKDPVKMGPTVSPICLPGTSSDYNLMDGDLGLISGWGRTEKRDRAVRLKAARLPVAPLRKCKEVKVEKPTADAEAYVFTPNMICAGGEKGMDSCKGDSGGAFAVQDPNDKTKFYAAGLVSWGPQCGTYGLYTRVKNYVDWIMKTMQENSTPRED
# 5HT1a ag: human 5-HT1a receptor agonists, primary screen, cell-based, CHO, Ga15 NFAT-bla reporter; 5-hydroxytryptamine receptor 1A (Homo sapiens), P08908; 0.56% of 65,000 active; CHO 5-HT1a Ga15 NFAT-bla reporter, FRET ratio; 0% basal, 100% maximal reference agonist; activation, % at 10 µM; AID 567, 2006;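 active = activation above the screen-wide mean activation plus 3 SD, cut at about 19% in these data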;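 also: 0% = DMSO wells and 100% = 5-CT at EC100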
# * marks the source's active call; other numbers are inactive results; / = no result given. Rule as the data show it, unless noted: active = inhibition above about 20% (passing the limit was not always enough); inactive = the rest. Random draw from the library (roughly 1.6% active in at least one column).
SMILES,FXIIa inh mix,CatL inh,MKP-1 inh,Cathepsin G inh,Cdc25B inh,FXIa mix inh,Hsp90 inh,C1s block,5HT1a ag
CC(=O)c1c(C)[nH]c(C)c1C(C)=O,-9,14,-9,14,3,3,0,16,-2.1
C=CCSc1nnc(NC(=O)c2cccc(S(=O)(=O)N3CCOCC3)c2)s1,-12,-12,3,8,-14,9,-2,11,0.0
COc1cccc(-n2cc3c(c2-c2ccccc2)c(=O)n(C)c(=O)n3C)c1,4,8,9,10,-2,4,-1,12,-1.9
O=C(c1ccco1)N1CCN(CC(=O)N2c3ccccc3CCc3ccccc32)CC1,9,29,-1,10,4,3,-5,11,-0.1
Cc1cc(C)c2c(n1)nn1c(N3CCOCC3)cc(C)nc21,-4,-47,10,-8,-13,-20,-2,-50,-0.4
CC(C)CC(=O)NCC(C)NC(=O)CC(C)C (configuration not stated),-12,2,6,-2,-7,-12,-2,-29,0.6
O=C(c1ccc(Nc2cccc(C(F)(F)F)c2)nc1)N1CCCC1,3,-5,-20,3,-11,5,-5,-41,-0.8
Cc1ccc(CNS(=O)(=O)c2ccc3oc(C(=O)O)c(C)c3c2)cc1,5,18,14,-5,1,8,1,-44,-3.2
Cc1ccccc1OCc1nnc2c3cnn(C)c3ncn12,6,-7,-15,8,-14,3,-3,2,0.3
CCc1nnc(NC(=O)CCC(=O)NC2CCCCC2)s1,5,-6,-6,1,-4,10,-3,0,0.4
CCCCCC(=O)Nc1ccc(N2CCN(S(C)(=O)=O)CC2)cc1,4,-6,-2,-10,-10,0,5,-34,-2.4
CCn1c(C(=O)NC(C)c2ccc3c(c2)OCCO3)cc2sccc21 (configuration not stated),-19,/,4,13,-17,7,-3,16,-2.0
Cc1noc(C)c1CSc1ccc2ccccc2n1,1,0,3,-4,1,4,-4,-1,-1.6
COc1ccc2c(c1)c(C(=O)CNc1nc(C)cs1)c(C)n2C,3,/,-7,9,-5,6,-5,11,-1.9
CCCOC(=O)NC1C(NC(=O)OCCC)N(C)C(=O)N1C (configuration not stated),3,-7,-9,10,5,5,1,10,-5.0
CCC(C(=O)N1CCN(S(C)(=O)=O)CC1)c1ccccc1 (configuration not stated),2,24,2,13,-9,2,1,7,-0.4
Clc1ccccc1CSc1ncccn1,1,6,-9,15,5,6,3,11,-0.7
COc1ccc(CNc2oc(-c3cccc4ccccc34)nc2C#N)cc1,-6,-383,1,-16,1,-23,-4,-57,14
CCOC(=O)C1CCN(C(=O)CCCOc2ccccc2)CC1,6,/,9,-3,-8,16,/,-5,/
COc1cc(C2NC(=O)NC(c3ccccc3)=C2C(C)=O)ccc1OCC#N (configuration not stated),0,2,14,11,4,8,-6,18,-1.2
Cn1c(C(=O)N2CCN(c3ccc(Cl)cc3)CC2)cc2c(=O)[nH]c3ccccc3c21,5,-2,38,8,24,4,-6,-2,2.4
CCCC(=O)Nc1ccccc1-c1nnc(SC)[nH]c1=O,-21,-1,6,4,-2,10,-2,5,-1.4
Cc1cc(NCCCn2ccnc2)n2ncc(-c3ccccc3)c2n1,-1,31,-14,10,4,0,-2,15,2.9
Cc1cc(=O)oc(C)c1C(=O)O,9,1,18,3,-2,-20,-3,-43,-0.7
CCOc1ccc(Nc2nc3c(c(=O)[nH]2)CCCC3)cc1,2,5,0,10,-10,10,-3,9,-1.6

# The listing continues.
SMILES,FXIIa inh mix,CatL inh,MKP-1 inh,Cathepsin G inh,Cdc25B inh,FXIa mix inh,Hsp90 inh,C1s block,5HT1a ag
COCC(=O)Nc1ccccc1C(=O)Nc1ccc(OC)cc1,12,3,39,3,7,0,-1,0,0.1
O=C(CCSc1nc(-c2ccco2)cc(C(F)(F)F)n1)NCC1CCCO1 (configuration not stated),13,6,5,0,-1,13,-9,-4,-0.1
C=CCNC(=O)C(C#N)c1nc2ccccc2nc1N1CCN(Cc2ccccc2)CC1 (configuration not stated),6,3,-14,-6,0,4,0,-22,-0.6
COc1ccc(C(=O)Cn2c(N3CCOCC3)nc3ccccc32)cc1OC,-2,5,8,5,-17,0,-5,-26,-2.8
Nc1nonc1C(=O)NCCNC(=O)c1cccs1,5,8,5,6,8,2,0,5,-3.6
CCOC(=O)N1CCC(NC(=O)Cn2nc(-c3ccccc3)ccc2=O)CC1,-3,-11,29,-2,-1,8,-1,-28,-1.6
O=C(CCCSc1nc(-c2ccco2)cc(C(F)(F)F)n1)Nc1ccc2c(c1)OCO2,5,12,11,-11,3,5,-3,-23,-0.8
CN(Cc1ccccc1)c1oc(COc2ccccc2F)nc1C#N,6,/,-10,-1,2,6,-1,33,1.7
O=C(C1CCCCC1)N(Cc1ccccc1)c1ccccn1,3,2,16,0,2,8,1,-1,0.0
Cc1cccc(NC(=O)c2cc(NC(=O)C3CCCCC3C(=O)O)ccc2Cl)n1 (configuration not stated),5,/,-6,7,-8,-10,-3,-4,-1.9
CCOC(=O)C(C(C)=O)C(c1ccc(OC)cc1)C(C(C)=O)C(=O)OCC (configuration not stated),-16,0,20,-1,-2,-1,-2,4,-5.0
COc1ccccc1C(=O)Nc1ccc(S(=O)(=O)Nc2cc(C)on2)cc1,-20,/,10,7,-10,12,-13,12,0.3
C=CCn1c(SCC(=O)Nc2ccccc2OC)nc(O)c(CC)c1=O,-14,5,5,2,-9,8,-2,2,-1.4
COc1cc(-c2nc(-c3ccccn3)no2)cc(OC)c1OC,11,16,4,44,-1,22,-1,-4,-1.6
CCn1ncc(C2=NOC(C(=O)Nc3cc(OC)c(Cl)cc3OC)C2)c1C (configuration not stated),2,-8,8,-4,0,-1,2,-4,-0.3
COc1cc(NC(=O)c2cccs2)c(OC)cc1NC(=O)CCn1nnc2ccccc21,-1,10,24,15,-1,10,1,21*,-1.1
CCCCn1c(NC(=O)CC)c(C#N)c2nc3ccccc3nc21,-18,-122,17,0,-3,12,-6,-38,4.1
CCCC(CCC(=O)Nc1ccc(C(=O)OCC)cc1)C(=O)O (configuration not stated),/,1,-8,/,-11,/,-2,/,-0.4
CCC(C)(C)n1nnnc1C(c1cc2cccc(C)c2[nH]c1=O)N1CCCC1 (configuration not stated),3,14,-13,2,-1,0,-4,-5,-0.4
Nc1cc(C(=O)OCC(=O)N2CCCC2)ccc1Cl,8,1,-1,6,2,6,-3,-5,-3.7
COC(=O)COc1nc(C)c2c(c1C#N)CC(C)(C)OC2,9,6,16,-5,-7,1,-1,-5,-0.6
CCCCCSc1nc2c(c(=O)[nH]c(=O)n2C)n1CCc1ccccc1,-2,-10,14,36,1,6,-1,11,-2.7
COC(=O)c1c(NC(=O)CSc2nc3c(c(=O)n(C)c(=O)n3C)n2C(C)C)sc(C)c1C,7,/,11,-14,6,-5,-1,-23,1.5
COC(=O)c1ccc(N2CCN(C)CC2)c(NC(=O)c2cc3ccccc3o2)c1,9,1,-7,1,-4,6,-1,-1,-1.9
CCC(=O)Nc1ccc(-c2nnc(-c3ccccc3)o2)cc1,-19,-5,-14,7,21,-2,-1,-59,-2.7

# 3 neighbouring records already listed, quoted:
SMILES,FXIIa inh mix,CatL inh,MKP-1 inh,Cathepsin G inh,Cdc25B inh,FXIa mix inh,Hsp90 inh,C1s block,5HT1a ag
COC(=O)c1c(NC(=O)CSc2nc3c(c(=O)n(C)c(=O)n3C)n2C(C)C)sc(C)c1C,7,/,11,-14,6,-5,-1,-23,1.5
COC(=O)c1ccc(N2CCN(C)CC2)c(NC(=O)c2cc3ccccc3o2)c1,9,1,-7,1,-4,6,-1,-1,-1.9
CCC(=O)Nc1ccc(-c2nnc(-c3ccccc3)o2)cc1,-19,-5,-14,7,21,-2,-1,-59,-2.7

# Further records follow.
SMILES,FXIIa inh mix,CatL inh,MKP-1 inh,Cathepsin G inh,Cdc25B inh,FXIa mix inh,Hsp90 inh,C1s block,5HT1a ag
O=C(NCc1ccccc1)C1CCCN(C(=O)Nc2ccccc2)C1 (configuration not stated),9,5,-14,-5,-2,1,0,-5,-0.9
CCOc1ccc(OCC)c(NC(=O)CC2Oc3ccccc3NC2=O)c1 (configuration not stated),-1,/,4,1,-13,6,2,1,-3.3
CCOC(=O)c1c(C)n(C)c2cc(OCCN(CC)CC)ccc12,4,-5,-7,7,-11,-1,-1,-2,-2.2
OC(COc1c(Br)cc(Br)cc1Br)CN1CCOCC1 (configuration not stated),-20,7,-6,2,-2,8,2,-12,-2.0
O=C(NCCC1=CCCCC1)C1CCN(C(=O)Nc2ccccc2)CC1,0,14,-8,9,-13,14,-6,13,-3.0
COc1cccc(N2CCN(C3CCCC(C)C3)CC2)c1 (configuration not stated),4,-7,-1,2,-9,9,4,7,1.9
COCC(=O)N(Cc1cc2cc(OC)ccc2[nH]c1=O)c1ccccc1,7,9,-2,10,4,2,-4,6,0.3
Cc1ccc(Cl)cc1N1CCN(C(=O)c2ccc(CN3CCOCC3)cc2)CC1,-2,3,4,-13,-15,-9,0,-87,-2.2
COc1ccc(C(C)NC(=O)C2CCCO2)cc1OC (configuration not stated),-17,2,20,-1,-3,6,-16,3,-0.6
COc1ccccc1NC(=O)N1CCCC1C(=O)NCc1ccccc1 (configuration not stated),-13,4,-12,6,-14,-2,-3,2,-3.4
CC1(C)Cc2c(c(-c3ccccc3)nc3[nH][nH]c(=O)c23)CO1,/,-18,-11,/,-4,/,5,/,-1.3
COc1ccc(OC)c(C2=NOC(C(=O)NCCN3CCOCC3)C2)c1 (configuration not stated),2,17,4,5,9,11,-4,6,-0.3
CN(c1ccccc1C(=O)N1CCc2ccccc2C1)S(C)(=O)=O,3,0,-3,0,-6,1,-5,-6,-0.7
O=c1n(Cc2ccccc2Cl)c2sc3c(c2c2ncnn12)CCCC3,2,-2,33,-26,-12,-24,-1,-89,0.5
CCOc1ccc(N(CC(=O)O)S(=O)(=O)c2ccc(OC)c(OC)c2)cc1,2,10,3,3,2,0,5,-30,0.1
C=CCn1c(Cc2ccc(OC(C)C)c(Cl)c2)nnc1SCC(N)=O,5,4,8,-13,-12,-8,-3,-36,-1.0
O=C(CCN1C(=O)C2C3C=CC(C3)C2C1=O)NCCc1ccccc1Cl (configuration not stated),9,20,-23,14,1,18,0,29,-0.9
CCc1c(C)nc2ncnn2c1N1CCC(C(=O)N2CCN(c3ccccc3)CC2)CC1,1,20,8,9,2,1,-5,2,1.5
CCS(=O)(=O)N1CCCC(C(=O)NC2CCCC2)C1 (configuration not stated),0,-3,-2,-1,0,-24,-4,-7,-2.6
O=C(NCc1cccs1)C(Cc1ccccc1)NS(=O)(=O)c1cccs1 (configuration not stated),1,0,-2,1,-11,7,-5,-6,1.1
Nc1nc(SCC(=O)NCC2CCCO2)n[nH]1 (configuration not stated),4,5,0,21,-7,1,0,13,-1.7
c1ccc(N2CCN(C3CCSC3)CC2)cc1 (configuration not stated),-7,15,7,-4,-14,-3,-4,-7,-1.5
O=S(=O)(Cc1ccccc1)N1CCN(C/C=C/c2ccccc2)CC1,5,-11,3,-1,-4,4,-2,8,-2.2
Cc1ccc2c(CC(=O)NC3=NCCS3)coc2c1,6,12,3,15,-7,10,-2,12,-0.2
CC(=O)c1cn(CC(=O)NCc2cccnc2)c2ccccc12,-18,4,5,-8,-6,-4,-3,-39,-2.4
CC(=O)c1ccc(OCC(O)CN2CCOCC2)cc1 (configuration not stated),-21,9,5,12,-11,-2,-2,0,-4.4
COc1c(Cl)cc(-c2noc(C)c2C(=O)NC(C)C)cc1Cl,3,20,-4,7,-17,7,-2,15,1.1

# From PubChem
